Screening data (PubChem BioAssay)
Neddyl block = inhibitors of cullin neddylation, primary screen, biochemical, TR-FRET, uHTS, NAE and Ubc12. calls only at 25 µM. NEDD8-conjugating enzyme Ubc12 (Homo sapiens) + NEDD8-activating enzyme E1 regulatory …. 0.58% of 360,000 active; in the data active = inhibition above about 36%
SKN-1 block = suppressors of acrylamide-induced Pgst-4::GFP reporter in worms, primary screen, SKN-1 inhibitor project, whole organism, uHTS, GFP/RFP fluorescence ratio, strain VP596; inhibition, % at 21.8 µM; C. elegans VP596 Pgst-4::GFP/RFP ratio, 24 h; AID 624304, 2012; 0.49% of 360,000 active;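 active = interference check ratio from 0.5 to 1.5 plus GFP to RFP signal ratio inhibition reaching or exceeding a fixed threshold, cut at about 30% in these data, passing the limit was not always enough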; also: some compounds called inactive have numbers as strong as hits
E coli Lon inh = inhibitors of E. coli Lon protease, primary screen, biochemical, fluorescence polarization | P0A9M0 | purified E. coli Lon protease | inhibition, % at 7.94 µM | 0.42% of 360,000 active | AID 602123, 2011; in the data active = inhibition above about 13%, passing the limit was not always enough;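 also: 0% = enzyme with probe and DMSO and 100% = no enzyme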
Rin1 Abl inh = inhibitors of Rin1-Abl protein binding, primary screen, biochemical, TR-FRET; Tyrosine-protein kinase ABL1 (Homo sapiens) + Ras and Rab interactor 1 (Homo sapiens), …; inhibition, % at 7.35 µM; AID 588664, 2011; 0.4% of 360,000 active; in the data active = inhibition above about 5%, passing the limit was not always enough
FAS-TE inh = FAS thioesterase domain inhibitors, primary screen, biochemical, fluorescence intensity, uHTS; Fatty acid synthase (Homo sapiens), P49327; recombinant FAS-TE, OMFH fluorogenic substrate, fluorescence endpoint; inhibition, % at 15 µM; 0.67% of 360,000 active; AID 602261, 2012;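 active = compounds whose normalised, plate-corrected inhibition of enzyme fluorescence in the single-dose primary screen is 50% or more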;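 also: 0% = DMSO with enzyme and 100% = substrate without enzyme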
MsrA inh = bovine MsrA enzyme inhibitors, primary screen, biochemical, absorbance, HTS. Methionine sulfoxide reductase A (Bos taurus). purified bovine MsrA, absorbance read-out. inhibition, % at 15.5 µM. 0.75% of 360,000 active. AID 651718, 2012; in the data active = inhibition above about 4.5%;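 also: 0% = vehicle wells with enzyme and 100% = reference inhibitor wells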
NRP1-CendR mod = modulators of CendR peptide binding to NRP-1, primary screen, biochemical, fluorescence polarization, uHTS | FAM-RPARPAR peptide binding to NRP-1 | inhibition, % at 25 µM | 0.85% of 360,000 active;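 active = inhibition or corrected inhibition above about 18%, plus a signal ratio from 0.5 to 1.5, limit read from the data, passing the limit was not always enough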; also: strong numbers were not always called active
Target sequence (O14786 whole entry, looked up): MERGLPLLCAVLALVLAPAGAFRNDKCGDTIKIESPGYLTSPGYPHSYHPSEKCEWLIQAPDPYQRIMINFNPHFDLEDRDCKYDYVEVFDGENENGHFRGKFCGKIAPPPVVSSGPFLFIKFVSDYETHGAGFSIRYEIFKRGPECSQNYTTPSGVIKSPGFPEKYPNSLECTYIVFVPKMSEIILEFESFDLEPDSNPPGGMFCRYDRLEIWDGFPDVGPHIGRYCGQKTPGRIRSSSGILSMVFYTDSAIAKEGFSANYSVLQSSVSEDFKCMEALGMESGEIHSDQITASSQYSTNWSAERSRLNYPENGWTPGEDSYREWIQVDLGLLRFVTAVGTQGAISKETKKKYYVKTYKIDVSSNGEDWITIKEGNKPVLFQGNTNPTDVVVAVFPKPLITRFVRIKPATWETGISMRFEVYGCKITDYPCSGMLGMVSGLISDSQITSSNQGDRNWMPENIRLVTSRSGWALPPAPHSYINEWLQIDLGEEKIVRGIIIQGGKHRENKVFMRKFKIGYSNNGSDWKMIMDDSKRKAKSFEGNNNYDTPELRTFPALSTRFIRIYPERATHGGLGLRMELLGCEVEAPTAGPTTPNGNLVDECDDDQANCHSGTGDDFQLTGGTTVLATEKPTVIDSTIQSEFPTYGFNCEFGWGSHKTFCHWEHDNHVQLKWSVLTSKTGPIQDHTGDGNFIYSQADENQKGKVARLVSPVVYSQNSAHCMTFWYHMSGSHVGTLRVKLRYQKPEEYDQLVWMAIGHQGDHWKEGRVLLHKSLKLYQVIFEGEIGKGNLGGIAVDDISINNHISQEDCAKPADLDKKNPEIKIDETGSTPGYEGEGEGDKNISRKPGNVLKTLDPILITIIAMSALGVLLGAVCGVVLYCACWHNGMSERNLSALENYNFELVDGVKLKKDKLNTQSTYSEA
MT1-MMP act inh = blockers of MT1-MMP proenzyme processing, primary screen, HT1080 RFP-PRO-GFP cells, GFP/RFP fluorescence | GFP/RFP ratio change, % at 20 µM | AID 651647, 2012 | GFP/RFP ratio fluorescence, overnight; percent of plate control window, DMSO zero | Matrix metalloproteinase-14 (Homo sapiens), P50281 | 0.061% of 360,000 active;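 active = GFP/RFP ratio change of at least 30% with cell ATP level not reduced by more than half and red fluorescence within 50% of control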; also: strong numbers were not always called active
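Test system: HT1080 cells expressing an RFP-PRO-GFP fluorescent reporter construct / Compound dosing: single-point 20 µM compound, 1% DMSO / Schedule: cells overnight before dosing, compound overnight, 37 °C, 5% CO2 / Evaluation: GFP/RFP fluorescence ratio / Control set: DMSO and RFP-L50D-GFP cell wells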
MsrA act = bovine MsrA enzyme activators, primary screen, biochemical, absorbance, HTS; Methionine sulfoxide reductase A (Bos taurus); purified bovine MsrA, absorbance read-out; activation, % at 10.6 µM; 0.3% of 360,000 active; AID 602163, 2012; in the data active = activation above about 7.5%;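 also: 0% = vehicle and 100% = reference activator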
* hit, by the source's call; i = inactive; x = no result given; + = active, no number.

Screens in order – Neddyl block	SKN-1 block	E coli Lon inh	Rin1 Abl inh	FAS-TE inh	MsrA inh	NRP1-CendR mod	MT1-MMP act inh	MsrA act
- C[C@H](CO)N1C[C@H](C)[C@@H](CN(C)C(=O)Nc2ccc3c(c2)OCO3)Oc2ccc(NS(=O)(=O)c3ccc(F)cc3)cc2C1=O
  i	-4	3	-4	0	-0.2	8	1	-1
- O=C(Cc1ccccc1F)Nc1cccc(S(=O)(=O)N2CCCCC2)c1
  i	14	-3	2	6	-0.6	11	2	-1
- COc1ccc(C(C(=O)NCC2CCCO2)N(C(=O)CNC(=O)c2cccs2)c2ccccc2)cc1OC (configuration not stated)
  i	-10	-18	1	-5	1.4	9	0	-3
- COC(=O)c1c(NC(=O)CN2CCC(C(N)=O)CC2)c2c(C)cccc2n1C
  i	-9	-1	0	-5	2.2	0	1	-10
- Cc1nnc(SCc2cc(=O)oc3cc(O)ccc23)n1Cc1ccccc1
  +	5	3	0	-16	2.0	-24	-5	-1
- COc1ccc(C(=O)Nc2cc(OC)c(Cl)cc2Cl)cc1
  i	4	-1	-1	6	0.6	9	-1	-1
- C/C=C\C(=O)Nc1cccc(C2=NOC3(C2)C[C@@H](C(N)=O)N(C(=O)CCCCC)C3)c1 (some centres not stated)
  i	5	-8	1	-5	0.2	1	0	-3
- O=C(O)c1cnc(-c2ccccc2)nc1Sc1ccc(Cl)cc1
  i	3	-16	2	6	0.6	-8	-4	-4
- CC(C)CN(C(=O)c1cccc(S(=O)(=O)N2CCCCC2)c1)C1CCS(=O)(=O)C1 (configuration not stated)
  i	13	4	-5	-4	-0.9	-6	1	1
- O=C(CS(=O)(=O)c1ccccc1)NCc1ccccc1
  i	1	-3	-2	-2	-1.0	8	-1	-5
- CCOC(=O)C1CCN(c2ccc([N+](=O)[O-])c(C(C)=O)c2)CC1
  i	-3	-6	-14	5	0.5	-13	6	-8
- O=C(Nc1cccc(C(F)(F)F)c1)c1csc([C@H]2C[C@H](O)[C@@H](CO)O2)n1
  i	3	9	-5	-8	1.1	17	2	-2
- CC(c1nnc(SCC(=O)c2c(N)n(C3CC3)c(=O)[nH]c2=O)n1-c1ccc(F)cc1)N(C)C (configuration not stated)
  i	0	-6	-1	-7	1.7	-6	4	2
- CCn1nnnc1SCC(=O)Nc1ccc2c(c1)OCCO2
  i	4	-5	1	-2	1.2	-1	1	-2
- CN=C1SC(CC(=O)Nc2ccc(F)cc2F)C(=O)N1/N=C/c1ccc(OC(F)F)c(OC)c1 (configuration not stated)
  i	8	-9	-2	0	0.5	6	4	-2
- Cc1cc(C)nc(-n2nc(C)c(Br)c2Nc2ccc(Br)cc2)n1
  i	-5	-7	-2	1	1.7	2	-4	-7
- Cn1cc(C(=O)NCc2ccc(Cl)cc2)c(=O)c2cc(S(=O)(=O)N3CCOCC3)ccc21
  i	15	4	1	2	0.0	10	4	0
- O=C(OCc1nc2ccccc2c(=O)[nH]1)c1cccs1
  i	4	-5	0	-5	2.0	5	-1	-3
- CCC(Sc1nc2sc(C(=O)OC)c(C)c2c(=O)n1N)C(=O)NCC1CCCO1 (configuration not stated)
  i	0	7	0	-2	1.5	4	6	-6
- CN1C(=O)c2cccc(NCCCCCCN3C(=O)c4ccccc4C3=O)c2C1=O
  i	-8	-3	0	8	0.6	15	-18	-4
- COc1ccccc1C(=O)NC(=O)COC(=O)CCOc1ccccc1C
  i	5	-4	-1	15	1.3	10	3	-3
- Cc1ccc(N(CC(=O)NC2CCCC2)C(=O)CCC(=O)Nc2ccccn2)cc1
  i	-3	-4	-2	1	-0.5	1	-1	-1
- Cc1cc(CNC(=O)COc2ccc(C#N)cc2)c2ccccc2n1
  i	3	11	-1	-3	-0.1	2	-2	-1
- CCCCN(CCCC)CC(O)CN1C(=O)NC(C)(C)C1=O (configuration not stated)
  i	6	3	-3	-6	0.9	0	0	2
- N#Cc1c(NC(=O)CSC2=NCCS2)sc2c1CCCC2
  i	-20	-3	-3	1	0.1	-31	-7	-10
- O=C(NC(Cc1ccccc1)C(=O)O)/C(=C/c1ccc(F)cc1)NC(=O)c1ccccc1 (configuration not stated)
  i	-5	4	-1	-1	1.2	-2	1	2
- COc1ccc(NC(=O)Nc2ccccc2OC)cc1
  i	-4	-4	-2	-5	-0.3	-2	6	-11
- O=C(CN1C(=O)C2C3C=CC(C3)C2C1=O)NCc1ccc2c(c1)OCO2 (configuration not stated)
  i	0	-3	2	-10	-1.7	1	-3	-6
- Cc1ccc(C)c(NC(=O)C2CCCN(S(=O)(=O)c3ccc4[nH]c(=O)ccc4c3)C2)c1 (configuration not stated)
  i	2	-2	-2	-7	-0.5	-12	5	-2
- CCCNC(=O)c1cc(C2CCCCN2S(=O)(=O)c2cccc3cccnc23)on1 (configuration not stated)
  i	-4	-7	-4	-7	1.7	1	2	-2
- Cc1cc(OCC(=O)N2CCN(c3ccccc3)CC2)c2c(C)c(C)c(=O)oc2c1
  i	2	3	-5	-7	-0.6	-14	5	-2
- CCC(=O)Nc1ccc2c(c1)C(=O)c1ccccc1C2=O
  i	11	-7	-4	-8	-0.5	-12	-1	0
- CCCn1c(Nc2ccccc2)nc2ccccc21
  i	12	3	-1	-4	0.6	-9	-4	-2
- Fc1ccc(-c2cc(C(F)(F)F)nc(-n3cncn3)n2)cc1
  i	14	-3	0	-4	-0.9	0	9	-2
- CCc1nnc(NC(=O)CSc2nccn2-c2cccc(C)c2C)s1
  i	-5	-7	3	-4	-0.1	2	3	-5
- CC(=O)N(CCC(c1ccco1)C(C)C)Cc1ccc(OC(C)C)cc1 (configuration not stated)
  i	-12	-5	0	24	0.7	-6	-5	-1
- O=C(/C=C/c1ccccc1)Oc1coc(CSc2ncccn2)cc1=O
  i	3	14	-2	-6	0.2	-7	0	-3
- COc1ccc2cc(C(=O)N3CCN(c4cccc(C)c4C)CC3)[nH]c2c1
  i	-4	8	0	1	1.1	2	6	-1
- COCCNC(=O)c1onc(CSc2ccc(F)c(F)c2)c1C(=O)O
  i	9	-2	0	-4	-0.8	14	2	-3
- COC(=O)CN1C(=S)N(c2ccc(Cl)cc2)C(=O)C1CC(=O)Nc1ccccc1 (configuration not stated)
  i	11	-11	0	24	1.7	-6	6	-4
- NC(=O)C1(N2CCCCC2)CCN(C(=O)CSc2nc3ccccc3o2)CC1
  i	13	-6	-1	-2	0.7	-1	2	-12
- Nc1cccc(N=[N+]([O-])c2cccc(N)c2)c1
  i	0	-9	-4	-3	2.5	10	6	-3
- CCCCN(CC)C(=O)C1CCC(=O)N(c2ccc(OC)cc2)C1c1ccc(OC)c(OC)c1 (configuration not stated)
  i	9	-11	2	-8	x	6	-2	2
- CCOC(=O)N1CCN(c2c(-c3ccc(C)cc3)c(=O)c2=O)CC1
  i	8	-5	1	-7	2.3	-6	3	-9
- COc1ccc(-c2cc(C(F)(F)F)n3nc(C(=O)NCc4ccco4)cc3n2)cc1OC
  x	5	-5	-3	6	0.6	1	7	6
- Cc1ccc2cc(C(c3nnnn3C3CCCC3)N(Cc3cccnc3)Cc3ccco3)c(=O)[nH]c2c1 (configuration not stated)
  i	3	3	4	3	0.4	-12	-8	-3
- CCCN1C(=O)c2ccc(C(=O)Nc3cc(C)ccc3O)cc2C1=O
  i	6	4	3	-4	1.9	7	9	-5
- Cc1csc(=Nc2cccnc2)n1Cc1ccco1
  i	9	1	-4	-2	0.4	-4	-2	1
- Cc1ccc(-n2c(SCC(=O)Nc3ccc4c(c3)OCCO4)nnc2-c2ccco2)cc1
  i	5	-3	-3	4	0.0	8	1	0
- CC(C)C(NC(=O)CSc1ccc(Cl)cc1)C(C)C
  i	12	2	-1	2	-0.8	1	-1	-2
- O=C1[C@@H]2CSCN2C(=O)CN1CCc1cccc(F)c1
  i	-11	1	-4	-8	-0.5	1	2	-8
- COc1cccc(-c2cc(C(=O)NCC3CCCO3)c3cc(C)cc(C)c3n2)c1 (configuration not stated)
  i	6	-5	2	20	0.7	4	-1	-2
- COC(=O)C(C)Oc1ccc2c(-c3cccc([N+](=O)[O-])c3)cc(=O)oc2c1 (configuration not stated)
  i	14	-8	1	17	0.0	-14	1	-2
- COc1cc(S(=O)(=O)Nc2cccc(C(=O)O)c2)c(OC)cc1Cl
  i	1	1	2	-4	-0.9	-4	-2	-2
- COc1ccc(C(=O)NCCCn2ccnc2)cc1[N+](=O)[O-]
  i	12	3	0	-4	0.5	5	0	-3
- CCOC(=O)c1c(CCl)nc2ccccc2c1C
  i	-5	3	1	8	0.5	9	1	-4
- CCC(=O)N1CCN=C1SCc1ccc(F)cc1
  i	-5	-11	0	4	0.8	-8	0	-2
- CN(C)S(=O)(=O)N1CCCN(S(=O)(=O)N(C)C)CC1
  i	-11	-2	5	-2	-0.9	2	2	0
- C/C(=N\Nc1ncc(Cl)cc1Cl)c1ccccn1
  i	12	-79	2	7	x	144	-140	-4
- CCOc1ccc(NC(=O)CN2C(=O)NC(C)(c3ccc4c(c3)OCCCO4)C2=O)cc1OCC (configuration not stated)
  i	-7	6	6	4	-0.7	-4	7	-5

Among those listed so far, these have a cyano group.
Screens in order – Neddyl block	SKN-1 block	E coli Lon inh	Rin1 Abl inh	FAS-TE inh	MsrA inh	NRP1-CendR mod	MT1-MMP act inh	MsrA act
- Cc1cc(CNC(=O)COc2ccc(C#N)cc2)c2ccccc2n1
  i	3	11	-1	-3	-0.1	2	-2	-1
- N#Cc1c(NC(=O)CSC2=NCCS2)sc2c1CCCC2
  i	-20	-3	-3	1	0.1	-31	-7	-10

(more compounds)
Screens in order – Neddyl block	SKN-1 block	E coli Lon inh	Rin1 Abl inh	FAS-TE inh	MsrA inh	NRP1-CendR mod	MT1-MMP act inh	MsrA act
- O=[N+]([O-])c1ccccc1NC(=S)N/N=C/c1ccc(O)c(O)c1
  i	13	-8	3	4	5.9*	5	4	-5
- S=c1[nH]nc([C@@H]2C[C@H]2c2ccccc2)n1-c1ccccc1Cl
  i	-6	-3	0	-4	2.2	13	1	-1
- Cc1ccc(C(=O)Nc2c(N)nc(SCC(=O)NCC3CCCO3)[nH]c2=O)cc1 (configuration not stated)
  i	-1	6	-1	-8	1.3	10	-3	-4
- O=[N+]([O-])c1ccc(Cl)cc1N1CCCCC1
  i	-2	-13	-1	8	1.5	1	-1	-9
- CCc1ccccc1NC(=S)N1CCNC(=O)C1CC(=O)OC (configuration not stated)
  i	7	6	-1	-7	-0.1	7	0	-2
- CN1/C(=C\C(=O)c2ccco2)C(C)(C)c2ccccc21
  i	81	12	-6	-13	1.5	-113	62	0
- O=c1c(Cl)c2oc3ccccc3nc-2c2ccccc12
  i	34	-5	0	-89	x	92	-107	-3
- CCCCc1ccc(/C=C(\C#N)C(N)=S)s1
  i	21	8	-2	-1	2.8	0	-6	-4
- COCCNS(=O)(=O)c1cc(C(=O)O)ccc1OC
  i	-3	1	1	-5	2.0	14	0	-1
- CCCCN1CNC(=S)N(Cc2ccccc2)C1
  i	1	-1	3	-7	0.5	5	4	-6
- Cn1cc(SCC(=O)NCc2ccc3c(c2)OCO3)c2ccccc21
  i	12	-3	0	4	0.3	3	3	-3
- Cc1onc(-c2ccccc2)c1C(=O)Nc1cccc2nsnc12
  i	7	5	0	-1	-1.1	5	-5	5
